# L major viab: inhibitors of Leishmania major promastigote growth. Leishmania major promastigotes, resazurin fluorescence viability. hit rate 9% among 200,000. inhibition, % at 10 µM;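 further: promastigotes grown with compound for 44 hours at 28 °C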
# Hsp70 act: transcriptional activators of Hsp70; activation, % at 10 µM; HeLa Hsp70 promoter luciferase reporter, luminescence; scaled: vehicle 0, proteasome-inhibitor control 100%; hit rate 0.04% among 200,000;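 active means activation above the mean across all tested compounds plus 3 SD, cutoff set per campaign, cut at about 5.5% in these data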;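 further: 100% = MG132 at 30 µM as the positive control and 0% = DMSO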
# PMI act hi M6P: activators of human phosphomannose isomerase at near-saturating mannose 6-phosphate. coupled PMI enzyme assay, resazurin fluorescence, 20 min; stronger effect = higher value; 1 = untreated enzyme, 0 = substrate-free blank. activation factor at 20 µM. hit rate 0.34% among 190,000;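 active means activation factor of 2 or more at 20 µM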
#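 Test system: human phosphomannose isomerase with PGI, G6PDH, diaphorase coupling enzymes / Doses: 20 µM compound, 1% DMSO / Times: enzyme reaction with compound 20 min at room temperature / Measured by: Diaphorase-driven resazurin-to-resorufin fluorescence, excitation 544, emission 590 nm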
# DTT redox prof: compounds producing H2O2 with reducing agent – biochemical, NIH compound library profiling, artefact control for MLSCN library redox annotation, primary screen | DTT-dependent redox cycling H2O2, phenol red/HRP absorbance; 100% = 100 µM peroxide control, 0% = buffer | activation, % at 10 µM | hit rate 0.03% among 200,000;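 active means activation of at least 50% relative to the plate's high and low controls in the primary single-dose screen; inactive means activation below 50%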;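 further: compound incubated with DTT at 0.8 mM final as the reducing agent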
# RAM network inh: yeast RAM network inhibition; S. cerevisiae dse1pr::URA3 reporter, 5-FOA growth OD615, 2 d; analog-sensitive cbk1-as2 kinase mutant strain; inhibition, % at 50 µM; hit rate 1.8% among 190,000; AID 868;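 active means inhibition above a set limit, 3 SD over mean compound inhibition, cut at about 8.4% in these data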;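 further: 0% = DMSO-only wells with no growth and 100% = 10 µM 1-NA-PP1 full growth; inhibition rescues growth on 5-FOA so higher OD means more RAM inhibition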
# G6PDH counter: L. mesenteroides G6PDH inhibition counter-screen | inhibition, % at 5 µM | hit rate 0.12% among 200,000 | Purified L. mesenteroides G6PDH, diaphorase/resazurin coupled fluorescence, 45 min | AID 1020
# TLR4-MyD88 BLA: TLR4-MyD88 interaction inhibition in cells; O00206+Q99836; HeLa CL3-4 TLR4/MyD88 BLA complementation, FRET ratio; inhibition, % at 8.4 µM; hit rate 0.18% among 200,000; AID 861; in the data active means inhibition above about 25%;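 further: 0% = vehicle and 100% = reference inhibitor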
# Target sequence (O00206 whole entry, looked up): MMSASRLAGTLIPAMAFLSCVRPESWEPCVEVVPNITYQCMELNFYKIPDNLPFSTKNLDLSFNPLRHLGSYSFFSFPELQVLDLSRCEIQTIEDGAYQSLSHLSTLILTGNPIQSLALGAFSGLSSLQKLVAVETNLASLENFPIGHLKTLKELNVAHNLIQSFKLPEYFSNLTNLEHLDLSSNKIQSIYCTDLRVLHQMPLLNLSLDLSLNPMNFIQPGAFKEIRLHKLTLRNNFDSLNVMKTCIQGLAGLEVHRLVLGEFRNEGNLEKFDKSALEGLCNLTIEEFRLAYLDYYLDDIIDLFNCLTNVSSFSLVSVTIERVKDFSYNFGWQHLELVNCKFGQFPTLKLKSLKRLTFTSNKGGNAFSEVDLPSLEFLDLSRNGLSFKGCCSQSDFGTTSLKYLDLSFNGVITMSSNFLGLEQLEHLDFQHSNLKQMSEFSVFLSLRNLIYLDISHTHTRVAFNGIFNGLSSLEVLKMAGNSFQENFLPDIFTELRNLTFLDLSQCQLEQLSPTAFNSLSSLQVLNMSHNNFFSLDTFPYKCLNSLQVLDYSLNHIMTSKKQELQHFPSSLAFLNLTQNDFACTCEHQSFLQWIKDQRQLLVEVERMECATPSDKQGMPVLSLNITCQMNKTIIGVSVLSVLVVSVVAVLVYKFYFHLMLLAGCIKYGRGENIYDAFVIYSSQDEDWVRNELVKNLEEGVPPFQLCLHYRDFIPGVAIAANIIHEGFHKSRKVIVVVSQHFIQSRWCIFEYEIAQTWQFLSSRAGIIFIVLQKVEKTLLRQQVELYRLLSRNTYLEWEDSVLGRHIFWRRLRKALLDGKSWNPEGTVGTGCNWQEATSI
# Target sequence (Q99836 whole entry, looked up): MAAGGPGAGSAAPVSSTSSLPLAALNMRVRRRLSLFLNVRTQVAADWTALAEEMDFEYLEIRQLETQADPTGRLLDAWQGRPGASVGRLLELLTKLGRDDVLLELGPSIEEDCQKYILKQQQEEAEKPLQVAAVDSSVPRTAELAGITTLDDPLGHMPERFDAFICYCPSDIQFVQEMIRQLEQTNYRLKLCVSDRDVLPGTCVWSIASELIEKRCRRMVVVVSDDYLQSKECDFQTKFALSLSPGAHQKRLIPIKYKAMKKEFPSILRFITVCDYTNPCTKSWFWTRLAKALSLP
# Diaphorase act: counter-screen for diaphorase-based assays: diaphorase activators and chemical reducers; Diaphorase/resazurin coupled assay, resorufin fluorescence, 16 min; stronger effect = higher value; 1 = vehicle wells, 0 = NADH-free wells; activation factor at 20 µM; hit rate 0.005% among 190,000;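 active means diaphorase activity raised at least twofold by the compound at 20 µM; inactive means activation factor below 2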
#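 test system = bacterial diaphorase enzyme (C. kluyveri) | quantity = enzyme 0.07 U/mL final | reagent = NADH substrate 0.114 mM plus resazurin dye 0.1 mM, final | incubation = 16 min enzyme reaction, ambient temperature | buffer or medium = HEPES pH 7.4 buffer with MgCl2 and Tween 20 | signal = fluorescence of resorufin, 544 nm excitation, 590 nm emission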
# S1P3 antag: S1P3 (human) receptor antagonism; CHO S1P3 NFAT-BLA reporter, FRET fluorescence, antagonist mode; Q99500; hit rate 0.27% among 170,000; inhibition, % at 4.98 µM;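 active means inhibition above the plate cutoff, the mean inhibition of test wells on that plate plus 3 SD, cut at about 28% in these data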;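 further: cells challenged with S1P at its EC80 of 0.8 µM; blue over green emission ratio from cleaved BLA substrate after 4 h stimulation; 0% = S1P-stimulated wells and 100% = unstimulated DMSO-only wells; some compounds past the cut are filed as inactive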
# Diaphorase inh: diaphorase inhibition or chemical oxidation counter-screen. inhibition, % at 20 µM. hit rate 0.69% among 190,000. diaphorase resazurin-to-resorufin fluorescence, NADH, 16 min; bacterial (C. kluyveri) enzyme, not human;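 active means primary screen inhibition at 20 µM above a set limit, cut at about 50% in these data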;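 further: plate controls were DMSO with full reaction for no effect and wells lacking NADH for full effect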
#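 material = Clostridium kluyveri diaphorase enzyme | amount = 0.14 U/mL diaphorase, enzyme working solution | schedule = incubation 16 min, room temperature | detection = fluorescence of resorufin formed from resazurin, Ex 544/Em 590 nm | benchmarks = positive control minus NADH, DMSO neutral control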
# PMI act: activators of human phosphomannose isomerase | P34949 | purified human PMI, coupled resazurin fluorescence, 20 min; stronger effect = higher value; 1 = vehicle control, 0 substrate-free wells | activation factor at 20 µM | hit rate 0.005% among 190,000;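 active means activation factor of 2 or more at 20 µM, relative to plate controls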
# * hit, by the source's call; . = no result given. Unless noted, no stated cut-off is given here; in the data, active means inhibition above about 50%; inactive means the rest. An excerpt; the hit share may differ from the screen's.
SMILES,L major viab,Hsp70 act,PMI act hi M6P,DTT redox prof,RAM network inh,G6PDH counter,TLR4-MyD88 BLA,Diaphorase act,S1P3 antag,Diaphorase inh,PMI act
O=C(COc1ccc2ccccc2c1)N1CCN(C2CCN(Cc3ccccc3)CC2)CC1,92*,-0.1,0.8,-0.2,1.3,-18,7,0.9,.,9,0.8
Clc1cnc(Oc2ccc(Oc3ncc(Cl)cc3Cl)cc2)c(Cl)c1,-9,-0.1,0.9,0.4,3.5,5,0,0.9,.,10,0.9
CCc1ccccc1N1C(=O)/C(=C/c2ccc(N3CCN(C)CC3)o2)C(=O)NC1=S,12,-0.1,0.9,-0.6,2.4,5,7,0.9,4,14,1
Cc1sc2ncn(CC(=O)NCCCC(=O)N3CCC4(CC3)OCCO4)c(=O)c2c1C,-8,-0.1,1,-7.7,1.4,1,-25,0.9,.,7,1
Cc1ccc(N=C(N(C)C)P(=O)(N(C)C)N(C)C)cc1,-4,-0.2,1.2,-0.3,-0.4,8,-3,1.2,4,-21,1.1
Fc1ccc(CN2CCN(c3ccc(Cl)cc3)CC2)cc1,-1,-0.4,0.9,0.1,2.3,6,-5,0.8,-7,22,1
O=C1NC(=O)C(CCc2ccncc2)(Cc2ccc3c(c2)OCO3)C(=O)N1CCc1ccccc1 (configuration not stated),100*,-0.2,0.9,0.2,1.1,2,-2,0.8,.,19,0.9
COc1cc(N)c(Cl)cc1C(=O)NC1CN2CCC1CC2 (configuration not stated),.,0.2,1,.,.,8,.,0.9,11,11,0.9
O=C1NC(=O)N(CCNc2ncc(C(F)(F)F)cc2Cl)C(=O)C1/C=N/OCc1c(F)cccc1Cl (configuration not stated),-19,-0.2,1,-8.0,3.1,3,-2,1,.,4,1.1
O=C(N=Nc1c(O)[nH]c(=O)[nH]c1=O)C1COc2cc3ccccc3cc2O1 (configuration not stated),-7,-0.2,0.5,0.1,0.6,12,3,0.8,-6,19,0.9
N=c1c[n+](C2CCCCC2)[n-]o1,-4,-0.2,1.1,0.0,0.8,1,0,0.9,-2,8,1.1
CCC(=O)N1CC(=O)Nc2ccc(Br)cc2C1c1ccccc1 (configuration not stated),0,-0.1,1,0.1,4.9,20,8,0.9,-32,9,1
Cc1ccc(NC(=O)c2cn(CCC#N)nc2-c2ccc3c(c2)OCCO3)c([N+](=O)[O-])c1,12,-0.1,0.9,0.2,0.0,-8,-3,0.8,4,20,0.8
O=c1[nH]c(=S)n(Cc2ccc(F)cc2)c(O)c1/C=N/N1CCCCC1,0,-0.2,0.9,0.0,2.1,13,7,0.9,-21,10,0.8
COc1nc2ccccc2c(=O)n1-c1ccc(Cl)cc1,-3,-0.4,0.9,-0.1,-0.5,0,13,0.8,0,17,0.9
CCCc1[nH]nc2c1C1(C(=O)N(Cc3ccccc3)c3ccccc31)C(C(=O)OC)=C(N)O2 (configuration not stated),82*,-0.1,0.9,0.0,-0.7,10,5,0.9,.,8,0.8
CC(C)N1CCN(c2ccc(O)cc2)CC1,56*,-0.4,0.3,-0.9,0.8,15,-3,0.5,-8,50,0.5
CN(C)S(=O)(=O)c1cc(NC(=O)COC(=O)Cc2ccccc2)ccc1Cl,-6,0.5,1,0.1,3.5,8,4,0.9,-10,14,1
Cc1ccsc1C(=O)C1CCCN(Cc2cccc(-n3cccn3)c2)C1 (configuration not stated),58*,-0.3,1.2,-1.2,-0.1,10,0,1.1,-17,-10,1
O=C1NC(=O)N(c2ccccc2F)C(=O)/C1=C/c1ccc(Oc2ccc([N+](=O)[O-])cn2)cc1,0,-0.1,1.4,-1.1,-0.2,5,17,0.8,-8,18,1.3
O=C1c2ccccc2C2(c3ccc(Cl)cc3)NCCN12 (configuration not stated),-4,-0.1,0.9,1.6,-0.5,6,-1,0.9,-8,14,1
Cc1ccc2c(c1)C1CN(C)CCC1N2S(=O)(=O)c1ccccc1 (configuration not stated),0,-0.1,0.9,1.3,0.7,10,4,0.9,10,11,1
CC[C@]12C=CCN3CCC4(c5cc(Br)c(OC)cc5N(C)C4[C@@](O)(C(=O)OC)[C@@H]1OC(C)=O)C32 (some centres not stated),1,-0.2,0.9,0.5,2.0,3,-22,1,-3,2,0.8
CCOC(=O)C1CN(C)CCC1=O (configuration not stated),-2,-0.5,1,-0.9,0.4,-2,-8,0.9,9,9,1
O=C(Cn1cnc2sc3c(c2c1=O)CCCC3)NCCCC(=O)N1CCC2(CC1)OCCO2,-4,-0.4,1,0.2,-0.1,-2,5,0.9,.,9,1

# Remaining list, next part.
SMILES,L major viab,Hsp70 act,PMI act hi M6P,DTT redox prof,RAM network inh,G6PDH counter,TLR4-MyD88 BLA,Diaphorase act,S1P3 antag,Diaphorase inh,PMI act
O=C(COC(=O)c1ccccc1)Nc1ccc(Cl)cc1C(=O)c1ccccc1,-4,-0.4,1,-0.5,8.4*,-11,5,1,-8,5,0.9
CC(C)C/C(=N/O)c1cn(C)c2ccccc12,6,0.2,1,-0.5,-1.2,4,-8,0.9,-3,11,1
CC(Cc1ccccc1)NC(=O)/C=C/C(=O)O (configuration not stated),-7,-0.4,1,0.2,0.8,10,-6,1,-18,-3,1.3
c1cncc(CNC2=NCCCCC2)c1,-11,0.0,1,-0.6,0.5,21,-11,1.1,10,-6,0.9
Cc1cc(OC(=O)CCNC(=O)OC(C)(C)C)c2c3c(c(=O)oc2c1)CCC3,2,-0.2,1,2.9,0.0,13,-2,0.8,9,22,0.9
C=CCN1C(=O)NC(=O)/C(=C/C=C/c2ccccc2)C1=O,100*,-0.4,1.2,-1.2,5.8,5,8,1,-4,3,1.2
Cc1ccc(-n2c(C)nc3ccccc3c2=O)cc1C,-4,-0.1,0.8,-0.2,-1.4,10,7,0.9,-5,13,1
COc1ccc(-c2cc(C(F)(F)F)n3nc(C(=O)N4CCC5(CC4)OCCO5)cc3n2)cc1OC,7,-0.1,0.9,3.2,6.4,3,-11,0.8,-18,20,0.8
CCC(=NCCc1c[nH]c2ccccc12)c1c(O)n(-c2ccc(C)cc2)c(=O)[nH]c1=O,26,-0.5,1,-0.4,2.7,0,-15,0.9,-11,7,1.1
Cn1c(C(=O)N2CCC(C(=O)N3CCC4(CC3)OCCO4)CC2)cc2sccc21,-2,-0.3,0.9,1.9,0.0,5,-10,0.9,-157,7,1
NCCc1ccc(O)cc1,-4,0.0,0.9,0.4,0.6,14,5,0.9,-16,8,0.9
c1ccc2c(c1)OCC(C1=NCCN1)O2 (configuration not stated),-2,-0.3,1.2,0.4,0.4,6,-17,0.9,9,6,1.1
CN1C(=O)C(Cc2ccsc2)C(=O)N(C)C1=O,-10,0.1,1.5,1.8,1.5,3,-3,0.7,-17,32,1.1
CC(=NCc1ccc2c(c1)OCO2)c1c(O)[nH]c(=O)[nH]c1=O,-3,-0.2,1,-5.4,0.0,7,10,0.9,32,10,1.1
CCc1ccc(CNCCc2ccccc2F)cc1,10,-0.2,0.9,-0.4,0.5,16,5,0.9,13,9,1
CCCCn1c(N)c(C(=O)NCCN2CCOCC2)c2nc3ccccc3nc21,5,-0.3,0.5,0.5,-0.8,24,-1,0.8,-19,18,0.8
COP(=O)(NS(=O)(=O)c1ccccc1)OC,-6,-0.2,1.2,-0.3,-0.2,15,-7,0.9,4,6,1.1
COc1ccc(C(=O)CC2(CC(=O)c3ccc(OC)cc3)C(=O)N(C)C(=O)N(C)C2=O)cc1,-3,-0.1,1,0.3,8.3,2,-12,0.9,.,5,1
CC(=O)OC1(c2ccccc2)CCN(C)C(C)C1C (configuration not stated),-2,-0.5,1.1,-0.8,1.4,3,-3,0.9,.,14,1.1
O=C(c1ccc(C(F)(F)F)cc1)C1CCCN(Cc2ccncc2)C1 (configuration not stated),89*,-0.3,0.9,0.5,0.1,22,-4,0.9,18,10,0.9
O=C(Oc1c(Cl)cc(Cl)c2ccccc12)N1CCCCC1,37,0.0,1,-0.1,10*,2,-2,0.8,.,19,0.9
CN(C)CCN=Cc1c(O)n(-c2cccc3ccccc23)c(=O)[nH]c1=O,-3,-0.3,0.9,3.2,0.5,-8,8,0.9,-11,10,0.9
CC1(C)CC(=O)C(C=NCCN2CCN(C(=O)Cc3ccc(Cl)cc3)CC2)=C(O)C1,-3,-0.2,1,0.4,-0.4,8,1,0.9,19,14,1.1
Fc1ccc(C2=CCN(C(c3ccc(Cl)cc3)c3nnnn3Cc3ccccc3)CC2)cc1 (configuration not stated),38,0.3,0.9,-0.2,6.7,7,6,0.8,-6,18,0.8
CCOCCN1CCN(c2nnc3n2-c2ccc(Cl)cc2C(c2ccccc2Cl)=NC3)CC1,99*,-0.5,1,-5.0,0.3,5,-3,1,.,3,0.9

# The listing continues:
SMILES,L major viab,Hsp70 act,PMI act hi M6P,DTT redox prof,RAM network inh,G6PDH counter,TLR4-MyD88 BLA,Diaphorase act,S1P3 antag,Diaphorase inh,PMI act
Cc1ccccc1CN1CCNCC1,-3,-0.3,1.2,-1.1,-1.2,5,-3,1,-11,-1,1.2
CCCCn1c(O)c(C(C)=NCC2CCCO2)c(=O)[nH]c1=O (configuration not stated),0,0.3,1.1,0.1,2.1,9,4,0.9,.,6,1.1
Cc1ccccc1-n1c(O)c(C=NCCN2CCOCC2)c(=O)[nH]c1=O,-1,-0.2,1,3.0,-0.8,-9,1,0.9,-26,12,1
CC/C(=N\Nc1ccccc1)c1c(O)n(C)c(=O)n(C)c1=O,61*,-0.5,1.5,0.5,-0.6,-1,-22,0.9,-3,14,1.3
COCCOC(=O)C1=C(C)OC(N)=C(C(=O)OC)C12C(=O)Nc1ccccc12 (configuration not stated),-6,-0.3,0.9,-2.1,-0.2,12,-8,0.9,-29,6,0.9
Cc1cccc(C)c1NC1=NCCCCS1,-5,-0.5,1,1.6,0.7,-3,-1,1,13,4,1
COc1ccc(CC2c3cc(OC)c(OC)cc3CCN2C)cc1OC (configuration not stated),3,0.2,0.9,0.0,0.0,0,1,0.9,-25,14,0.9
